PfM18AAP inh – PfM18AAP inhibitors, malaria aminopeptidase, primary screen, biochemical, QFRET, recombinant enzyme; AID 1822, 2009; M18 aspartyl aminopeptidase (Plasmodium falciparum 3D7); H-Glu-NHMec fluorogenic cleavage; inhibition, % at 7.35 µM; hit rate 1.2% among 290,000;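 active = inhibition above the campaign mean inhibition over all tested compounds plus 3 SD, cut at about 28% in these data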;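 note: 0% = plate median of test compound wells and 100% = 2 mM ZnCl2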
MEKK2mut PB1 HTS – MEK5 binding signal on mutant MEKK2 PB1, primary screen, biochemical, multiplex bead flow cytometry, Alexa488-MEK5; percent response, % at 10 µM; hit rate 0.35% among 290,000; Alexa488-MEK5 binding to MEKK2 mutant; in the data active = percent response above about 24%, passing the limit was not always enough; note: inactives centre near 1; some results filed as inactive read as strong as hits; reference of the scale not given here
MEKK3 PB1 HTS – modulators of MEKK3-MEK5 PB1 binding, primary screen, biochemical, wildtype MEKK3, multiplex bead flow cytometry, Alexa488-MEK5. hit rate 1.4% among 290,000. binding response (% of control), % at 10 µM. Mitogen-activated protein kinase kinase kinase 3 (Homo sapiens), Q99759. AID 1529, 2009. bead-based flow cytometry, Alexa488-MEK5 binding to MEKK3; actives lie on both sides; 0 = blocked by unlabeled MEK5, 100 = vehicle;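 active = binding response more than 3 SD above or below the average of its plate-row segment, actives on both sides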;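 note: Alexa488 bead fluorescence after subtracting the streptavidin-only scavenger bead signal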
IDE cell inh – human IDE inhibitors in live cells, primary screen, fluorescence polarization, HEK cells, FAbetaB substrate | AID 434962, 2010 | FAbetaB cleavage | hit rate 0.41% among 320,000 | inhibition, % at 5.59 µM;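 active = percent inhibition above the average of all tested compounds plus 3 SD, set per screening campaign, cut at about 16% in these data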;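 note: IDE supplied by intact live HEK cells; FP after avidin binding of uncleaved biotin substrate so inhibition keeps polarization high; 0% = DMSO wells and 100% = 60 µM reference IDE inhibitor Ii1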
IDE act – human IDE activators in live cells, primary screen, fluorescence polarization, HEK cells, FAbeta-B substrate; Insulin-degrading enzyme (Homo sapiens), P14735; FAbeta-B cleavage; 0% vehicle, 100% cell-free pure enzyme wells; activation, % at 5.96 µM; hit rate 0.073% among 340,000;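 active = activation above the mean of all tested compounds plus 3 SD, set per screening campaign, cut at about 17% in these data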
MEKK2 WT-MEK5 – modulators of MEK5 binding to wildtype MEKK2, primary screen, biochemical, multiplex bead flow cytometry, Alexa488-MEK5; binding response (% of control), % at 10 µM; Alexa488-MEK5 binding to MEKK2 WT; actives lie on both sides; Mitogen-activated protein kinase kinase kinase 2 (Homo sapiens), Q9Y2U5; hit rate 1.1% among 290,000; in the data active = binding response below about 67% or above about 130%
NALP1 inh – NALP1 inflammasome inhibitors in reconstituted yeast, colorimetric, S. cerevisiae, triplicate retest | AID 2071, 2009 | S. cerevisiae NALP1/ASC/caspase-1 growth, X-gal OD620, 72 h | inhibition, % at 10 µM | hit rate 0.61% among 280,000; in the data active = inhibition mostly above about 24%, no sharp cut-off; inactive = mostly below about 32%; note: some compounds called inactive have numbers as strong as hits
SUMO HTRF inh – inhibitors of in vitro SUMOylation cascade, primary screen, biochemical, HTRF, uHTS; AID 2006, 2009; hit rate 0.36% among 290,000; SUMO-conjugating enzyme UBC9 (Homo sapiens), P63279; inhibition, % at 35 µM; HTRF SUMOylation assay, SAE1/SAE2 + UBC9; in the data active = inhibition above about 50%, passing the limit was not always enough; note: strong numbers were not always called active
pCIP destab – p/CIP-EGFP fusion destabilizers, primary screen, fluorescence, F442A cells; Q05BA5; 16 h; decrease of EGFP signal, % at 10 µM; hit rate 0.01% among 290,000;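 active = EGFP signal decrease of at least 30% at 10 µM or well 3 SD below plate mean, unless failing retest; inactive = the rest, including hits failing retest or dose response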; note: some compounds called inactive have numbers as strong as hits; many of its hits are not listed in these tables
Target sequence (Q05BA5 1-1403): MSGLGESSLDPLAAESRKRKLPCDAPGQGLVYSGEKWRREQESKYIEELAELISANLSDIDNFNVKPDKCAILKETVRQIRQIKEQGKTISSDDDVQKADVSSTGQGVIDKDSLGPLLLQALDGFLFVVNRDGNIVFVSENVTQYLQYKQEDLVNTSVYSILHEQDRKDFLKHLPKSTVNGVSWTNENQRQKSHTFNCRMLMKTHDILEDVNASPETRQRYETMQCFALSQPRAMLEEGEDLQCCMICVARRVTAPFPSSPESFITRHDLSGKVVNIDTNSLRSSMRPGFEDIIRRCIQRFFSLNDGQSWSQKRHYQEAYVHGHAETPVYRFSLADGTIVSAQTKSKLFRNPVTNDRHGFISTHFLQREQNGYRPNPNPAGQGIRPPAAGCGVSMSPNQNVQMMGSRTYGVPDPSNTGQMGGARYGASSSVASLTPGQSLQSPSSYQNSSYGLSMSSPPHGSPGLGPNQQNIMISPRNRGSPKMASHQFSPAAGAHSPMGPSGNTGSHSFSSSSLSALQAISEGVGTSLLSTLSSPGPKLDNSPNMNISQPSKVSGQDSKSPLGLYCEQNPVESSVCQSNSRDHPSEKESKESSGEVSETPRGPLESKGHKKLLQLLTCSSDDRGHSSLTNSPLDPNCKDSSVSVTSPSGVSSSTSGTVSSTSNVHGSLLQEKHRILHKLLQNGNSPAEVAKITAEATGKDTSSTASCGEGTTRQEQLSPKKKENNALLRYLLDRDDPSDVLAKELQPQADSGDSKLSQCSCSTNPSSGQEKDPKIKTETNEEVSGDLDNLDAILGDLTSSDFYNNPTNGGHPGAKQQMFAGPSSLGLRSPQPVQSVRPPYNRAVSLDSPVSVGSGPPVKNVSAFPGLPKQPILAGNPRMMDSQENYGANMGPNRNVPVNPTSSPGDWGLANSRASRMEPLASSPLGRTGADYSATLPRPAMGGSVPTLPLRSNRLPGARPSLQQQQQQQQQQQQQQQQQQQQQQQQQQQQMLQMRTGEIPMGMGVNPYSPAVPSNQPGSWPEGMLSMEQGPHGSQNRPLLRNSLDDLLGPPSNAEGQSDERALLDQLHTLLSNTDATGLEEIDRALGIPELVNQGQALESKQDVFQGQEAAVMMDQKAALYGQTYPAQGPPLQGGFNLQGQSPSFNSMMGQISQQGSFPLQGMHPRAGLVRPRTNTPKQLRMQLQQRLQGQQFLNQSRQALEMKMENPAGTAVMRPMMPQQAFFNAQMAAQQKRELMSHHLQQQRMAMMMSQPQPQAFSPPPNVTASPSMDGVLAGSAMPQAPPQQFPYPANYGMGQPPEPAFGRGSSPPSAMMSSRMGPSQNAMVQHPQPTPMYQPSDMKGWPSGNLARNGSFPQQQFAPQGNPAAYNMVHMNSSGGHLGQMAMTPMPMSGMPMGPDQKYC
* marks the source's active call; other numbers are inactive results; . = not tested or not shown; [ ] = dose if it differs, or a comment. Some of the compounds tested; the hit share may differ from the screen's.

SMILES	PfM18AAP inh	MEKK2mut PB1 HTS	MEKK3 PB1 HTS	IDE cell inh	IDE act	MEKK2 WT-MEK5	NALP1 inh	SUMO HTRF inh	pCIP destab
C=CCn1c(C)cc(C(=O)COC(=O)c2ccc3c(c2)NC(=O)CS3)c1C	10	-2	101	10	-2	95	-4	10	-3
O=C(Cc1ccccc1)Nc1ccccc1N1CCCC1	5	-3	105	-5	-3	103	19	14	-16
O=C(CNC(=O)Cc1ccccc1)NCc1cccc(C(F)(F)F)c1	1	-1	104	0	1	98	14	-17	-4
CC1(C)Cc2noc(N)c2C(C)(C)N1OC(=O)c1cccs1	-14	0	108	-3	6	108	31	7	-11
COc1cccc(C(=O)Nc2nnc(-c3ccccc3)s2)c1	0	2	106	.	4	103	15	11	0
O=C1CCCN1CCC1CCCCN1Cc1nc(COc2ccccc2)no1 (stereo not given)	3	2	103	0	-1	102	5	5	0
COc1ccc(CCNC(=O)C2CC(c3c(Cl)cccc3Cl)=NO2)cc1 (stereo not given)	-4	2	104	-1	3	110	-35	0	-15
CCCCNC(=O)CNC(=O)c1nn(-c2ccc(OC)cc2)c(=O)c2ccccc12	4	4	103	3	2	104	-4	1	6
CC(C)C1Oc2ccccc2C(=O)N(CC(=O)c2ccc3c(c2)OCCO3)C1=O (stereo not given)	-3	-3	95	0	2	92	27	.	-8
COc1cc2c(cc1OC)C(c1ccccc1)N(C(=O)c1ccccc1F)CC2 (stereo not given)	5	5	106	5	0	105	12	1	-4
CCN(C(=O)CSc1ncccn1)C1CCS(=O)(=O)C1 (stereo not given)	-1	0	101	2	5	99	5	4	8
COc1ccc(CCNS(=O)(=O)c2cc3c(cc2C)NC(=O)CO3)cc1OC	3	0	98	0	5	98	-13	10	-3
CCOC(=O)CNC(=O)c1ccc(C)cc1	5	1	106	-3	4	105	9	9	0
COc1cc(NC(=S)NC(=O)c2ccccc2F)ccc1NC(=O)c1cccs1	-2	0	98	3	2	95	11	6	-11
COc1ccc(S(=O)(=O)CCc2nc3ccccc3s2)cc1	-8	2	102	8	2	101	20	5	0
CN(C)C(CNC(=O)CCOc1ccccc1)c1ccco1 (stereo not given)	13	4	110	5	-1	104	-14	37	-10
NN/C(=C\[N+](=O)[O-])Nc1ccc(Cl)cc1	10	-5	101	4	2	94	6	13	-6
C=CCn1c(-c2cccs2)nc2ccccc21	7	4	100	-3	4	101	25*	19	9
O=C(CSc1nnc(CNC(=O)c2c(F)cccc2Cl)o1)NCc1ccccc1	2	-1	100	-4	9	96	8	-7	-4
O=C(NCc1ccc(Cl)cc1)N1CCN(Cc2ccccc2)CC1	-12	2	103	-3	4	107	14	10	2
CC(NC(=S)Nc1cccc(F)c1)C(c1cccs1)N1CCOCC1 (stereo not given)	0	10	107	-2	2	107	.	-29	3
COc1ccc(CNC(=O)c2c(O)c3ccccc3n(C)c2=O)cc1OC	-7	-17	90	0	0	89	8	-10	8
CC1CN(C(=O)Cn2cc(SCC(=O)N3CCOCC3)c3ccccc32)CC(C)O1 (stereo not given)	-3	-15	1.0*[inhibitor]	-5	-3	-2.0*[inhibitor]	14	-1	-10
CS(=O)(=O)c1ccc(Cl)c(NC(=O)CCl)c1	0	6	107	7	2	102	-3	5	-2
CCc1cc(/C(Cc2ccccn2)=N\Nc2ccccc2)c(O)cc1O	15	-2	99	1	3	95	-2	3	-8

13 entries from above, sorted by heavy-atom count, highest first.
SMILES	PfM18AAP inh	MEKK2mut PB1 HTS	MEKK3 PB1 HTS	IDE cell inh	IDE act	MEKK2 WT-MEK5	NALP1 inh	SUMO HTRF inh	pCIP destab
CC1CN(C(=O)Cn2cc(SCC(=O)N3CCOCC3)c3ccccc32)CC(C)O1 (stereo not given)	-3	-15	1.0*[inhibitor]	-5	-3	-2.0*[inhibitor]	14	-1	-10
COc1cc2c(cc1OC)C(c1ccccc1)N(C(=O)c1ccccc1F)CC2 (stereo not given)	5	5	106	5	0	105	12	1	-4
COc1ccc(CCNS(=O)(=O)c2cc3c(cc2C)NC(=O)CO3)cc1OC	3	0	98	0	5	98	-13	10	-3
COc1ccc(CNC(=O)c2c(O)c3ccccc3n(C)c2=O)cc1OC	-7	-17	90	0	0	89	8	-10	8
COc1ccc(CCNC(=O)C2CC(c3c(Cl)cccc3Cl)=NO2)cc1 (stereo not given)	-4	2	104	-1	3	110	-35	0	-15
CC(NC(=S)Nc1cccc(F)c1)C(c1cccs1)N1CCOCC1 (stereo not given)	0	10	107	-2	2	107	.	-29	3
O=C(NCc1ccc(Cl)cc1)N1CCN(Cc2ccccc2)CC1	-12	2	103	-3	4	107	14	10	2
CN(C)C(CNC(=O)CCOc1ccccc1)c1ccco1 (stereo not given)	13	4	110	5	-1	104	-14	37	-10
O=C(Cc1ccccc1)Nc1ccccc1N1CCCC1	5	-3	105	-5	-3	103	19	14	-16
CCN(C(=O)CSc1ncccn1)C1CCS(=O)(=O)C1 (stereo not given)	-1	0	101	2	5	99	5	4	8
C=CCn1c(-c2cccs2)nc2ccccc21	7	4	100	-3	4	101	25*	19	9
CS(=O)(=O)c1ccc(Cl)c(NC(=O)CCl)c1	0	6	107	7	2	102	-3	5	-2
NN/C(=C\[N+](=O)[O-])Nc1ccc(Cl)cc1	10	-5	101	4	2	94	6	13	-6

(continued)
SMILES	PfM18AAP inh	MEKK2mut PB1 HTS	MEKK3 PB1 HTS	IDE cell inh	IDE act	MEKK2 WT-MEK5	NALP1 inh	SUMO HTRF inh	pCIP destab
COc1ccccc1NS(=O)(=O)c1ccccc1C#N	-9	4	102	-5	-2	99	3	6	-4
COc1ccc(OC)c(-c2csc(NC(=O)Cc3ccc(OC)c(OC)c3)n2)c1	-1	1	101	10	0	101	6	-14	7
O=C(/C=C/c1cccs1)c1cc(Cl)ccc1O	8	-2	88	0	-4	92	7	-2	-4
CC1CC(C)(C)NC(=S)N1CCCC(=O)Nc1ccc2c(c1)OCCO2 (stereo not given)	-2	-1	103	3	-4	102	21	3	9
CC(C)(C)C1CCC(OC(=O)c2ccncc2)CC1 (stereo not given)	-8	4	107	-4	5	103	-1	5	-13
Cc1ccc(NC(=O)Cn2nc(C)c([N+](=O)[O-])c2C)cc1C	-12	-1	104	0	-1	97	15	17	2
Cc1ccc(-n2c(C)cc(/C=C(\C#N)C(=O)NCC3CCCO3)c2C)cc1 (stereo not given)	-10	6	103	1	9	103	35	21	-9
O=C(C(c1ccccc1)c1ccccc1)N1CCCc2ccccc21	-8	0	114	4	6	109	8	-2	0
CCN(CC)CCNC(=O)Cc1nn(CC)c(=O)c2ccccc12	10	.	.	3	-2	.	-1	-1	7
Cc1ccc(Cc2c(C)nc3nc(SCC(=O)NCCCN4CCOCC4)nn3c2C)cc1	0	1	96	0	2	99	-11	12	6
Cc1cc(NC(NC(=O)c2ccco2)(C(F)(F)F)C(F)(F)F)no1	3	-2	102	4	4	101	11	24	-18
CCc1noc(C)c1C(=O)NC1CC(C)(C)Cc2c1cnn2-c1ccccc1 (stereo not given)	1	5	104	2	0	107	12	-3	-1
CSc1ccc(NC(=O)N2CCN(c3nc4ccccc4s3)CC2)cc1	-1	1	99	14	-13	98	7	10	-9
C/C(=N\Nc1ccc(Cl)c(C(=O)O)c1)c1cccc2ccccc12	-3	2	103	0	3	106	8	15	-18
CCN(CC)C(=O)c1ccccc1NS(=O)(=O)c1cccs1	4	-1	100	-7	4	103	-4	-2	-5
CNC(=O)C1CC(=O)N(CCc2ccc(C)cc2)C1 (stereo not given)	3	2	103	5	-1	102	7	-1	-2
COc1ccc(NCC(=O)Nc2cc(S(=O)(=O)N3CCOCC3)ccc2N2CCOCC2)c(OC)c1	-1	-3	101	5	0	103	9	14	-6
Nc1cc(=O)[nH]c(SCC(=O)Nc2cccnc2Cl)n1	-2	-5	99	7	-5	97	-9	0	27
COc1cc(C=O)ccc1OCCSc1ccc(C)cc1	1	5	103	-2	3	101	.	-8	-3
CC(C)CCn1cnc2c(oc3nc4c(cc32)CCCC4)c1=O	-4	11	102	6	4	100	-2	13	4
CCOC(=O)C(=Cc1ccc(F)cc1)C(=O)OCC	7	33*	114	12	.	121	-10	8	0
COCCN(CCOC)C(=O)C12CCC(C)(C(=O)C1)C2(C)C (stereo not given)	-12	-2	100	-1	1	101	-6	28	-10
Cc1ccc(N2CC(C(N)=O)CC2=O)cc1C (stereo not given)	-6	-1	99	1	5	98	.	9	-18
Cc1cc([N+](=O)[O-])cc(/C=N/n2c(C)nc3ccccc3c2=O)c1O	1	6	104	-4	1	105	2	2	2
CCOC(=O)C(C)n1cnc2c(nnn2-c2ccc(OC)cc2)c1=O (stereo not given)	-16	2	102	3	3	104	16	-13	-8
Continued.
SMILES	PfM18AAP inh	MEKK2mut PB1 HTS	MEKK3 PB1 HTS	IDE cell inh	IDE act	MEKK2 WT-MEK5	NALP1 inh	SUMO HTRF inh	pCIP destab
COc1ccc(CN2CCNC(=O)C2CC(=O)NCC(C)(C)N2CCOCC2)cc1C (stereo not given)	15	-3	105	0	0	107	34	-5	-1
O=C(NC(CCl)c1ccccc1)c1ccc(Cl)cc1 (stereo not given)	-1	4	98	1	12	108	-1	12	3
O=C(O)c1cccc(-n2nc(-c3ccc(Cl)c([N+](=O)[O-])c3)c3ccccc3c2=O)c1	9	4	94	4	2	98	-15	8	-1
CCS(=O)(=O)c1ccc2oc(Nc3ccc(OC)cc3)nc2c1	-1	-11	92	8	3	82	-12	-10	0
CCN(C(=O)c1cccs1)c1nc(-c2ccc(OC)cc2)cs1	0	-2	101	0	-14	96	1	-10	7
Cc1ccc2nc(N(CCCN(C)C)C(=O)c3ccc(S(=O)(=O)N4CCCCCC4)cc3)sc2c1	3	28*	108	-2	-1	171*	18	1	10
NS(=O)(=O)c1ccc(NC(=O)Cn2ncc3c2-c2ccccc2OC3)cc1	-9	8	112	-2	5	109	27	8	-1
COc1ccc(CN2CCc3c([nH]c4ccccc34)C2)cc1Br	14	0	104	1	-7	128	27	4	1
CCCN(C(=O)Cc1ccc(S(=O)(=O)N2CCOCC2)s1)c1c(N)n(Cc2ccccc2)c(=O)[nH]c1=O	5	-2	100	3	4	94	0	-3	-12

High-throughput results as filed in PubChem BioAssay.
